MBD2 inh = MBD2-methylated oligo binding inhibition | Q9UBB5 | TR-FRET, MBD2 binding to methylated oligonucleotide | inhibition, % at 4.4 µM | actives 0.31% (n = 370,000) | AID 686964; in the data active = inhibition above about 13%
PRMT1 FP inh = inhibitors of human PRMT1 | recombinant PRMT1, activity-based probe fluorescence polarization | inhibition, % at 2.79 µM | actives 1.3% (n = 370,000);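 active = inhibition above about 21% made by adding two undisclosed values, limit read from the data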
Target sequence (Q99873 whole entry, looked up): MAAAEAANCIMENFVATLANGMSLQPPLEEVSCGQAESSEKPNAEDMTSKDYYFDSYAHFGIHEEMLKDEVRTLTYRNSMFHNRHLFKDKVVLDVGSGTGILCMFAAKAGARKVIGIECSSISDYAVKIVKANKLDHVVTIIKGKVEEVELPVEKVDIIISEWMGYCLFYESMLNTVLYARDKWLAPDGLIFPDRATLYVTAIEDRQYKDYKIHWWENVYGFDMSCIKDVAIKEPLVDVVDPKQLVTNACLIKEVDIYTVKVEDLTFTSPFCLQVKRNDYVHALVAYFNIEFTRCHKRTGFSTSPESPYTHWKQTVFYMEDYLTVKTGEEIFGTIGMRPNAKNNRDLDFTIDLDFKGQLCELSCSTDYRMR
mABHD4 FP = ABHD4 (mouse) inhibition, primary FP screen. Q8VD66. purified mABHD4, FP-Rh probe fluorescence polarization. inhibition, % at 8.92 µM. actives 0.54% (n = 370,000);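 active = inhibition exceeding the mean over every tested compound plus 3 SD, cut at about 30% in these data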;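 note: 0% = plate median of compound wells and 100% = S159A mutant with DMSO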
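Assay system: wild-type mouse ABHD4 protein; compound: single nominal dose of 8.92 µM, 0.89% DMSO final; schedule: 45 min + 60 min at 25 °C; measured by: FP readout, ex 525 nm / em 598 nm; evaluation: % inhibition of FP-Rh probe binding versus controls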
TDP2 inh = TDP2 (human) inhibition, absorbance primary screen | inhibition, % at 12.8 µM | O95551 | actives 0.34% (n = 370,000) | recombinant TDP2, T5PNP hydrolysis, p-nitrophenol absorbance 415 nm;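 active = inhibition above the mean of all tested compounds plus 3 SD, set per campaign, cut at about 25% in these data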;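 note: 0% = DMSO with enzyme and 100% = buffer with substrate but no TDP2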
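Material: recombinant human TDP2; quantity: TDP2 enzyme at 120 nM final; medium: Tris-HCl pH 7.5 with MgCl2; compound: single concentration, 12.8 µM nominal, with 1% DMSO; incubation: 2 h enzyme incubation at 37 °C; signal: epi absorbance; measure: percent inhibition; benchmarks: high control without enzyme, low control DMSO plus TDP2; repeats: singlicate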
NPR2 activator = GC-B (human) receptor activation; P20594; HEK293-GC-B cells, CNP EC30, cGMP TR-FRET; 0% at EC30 CNP, 100% saturating CNP; activation, % at 10 µM; actives 0.11% (n = 370,000);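 active = activation at 10 µM reaching about 35% in either raw or pattern-adjusted values, limit read from the data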
TCR-CD3 inh = blocks the human TCR-CD3 interaction; AID 651800; inhibition, % at 9.4 µM; TAMRA-labeled TCR probe fluorescence, biochemical; actives 0.37% (n = 360,000); in the data active = inhibition above about 19%;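 note: recombinant mutant TCR 2C K166C tagged with TAMRA read by polarization; 0% = receptor in buffer alone and 100% = receptor with positive control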
rCAG RNA binder = r(CAG) repeat RNA binding. actives 1.3% (n = 370,000). inhibition, % at 3 µM. TO-PRO-1 dye displacement fluorescence;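 active = inhibition above the plate cutoff, the mean of all test compounds on that plate plus 3 SD, cut at about 35% in these data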;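 note: 0% = DMSO alone and 100% = 100 µM mitoxantrone as full dye displacement; higher means more dye released from RNA so lower well fluorescence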
HTRA1 inh = HTRA1 (human) protease inhibition; Q92743; recombinant HTRA1, FP-rhodamine activity-based probe, fluorescence polarization; inhibition, % at 5.96 µM; actives 0.5% (n = 340,000); AID 504803; in the data active = inhibition above about 36%;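 note: 0% = enzyme with DMSO and 100% = wells lacking enzyme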
SIAE inh = blocks human sialic acid acetylesterase; SIAE FP-Rh probe binding, fluorescence polarization; actives 0.69% (n = 370,000); inhibition, % at 9.66 µM;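 active = inhibition above a cutoff: mean of compounds within the control limits plus 3 SD of those, cut at about 17% in these data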;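 note: 0% = plate median of compound wells and 100% = probe without SIAE protein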
Target sequence (Q9HAT2 whole entry, looked up): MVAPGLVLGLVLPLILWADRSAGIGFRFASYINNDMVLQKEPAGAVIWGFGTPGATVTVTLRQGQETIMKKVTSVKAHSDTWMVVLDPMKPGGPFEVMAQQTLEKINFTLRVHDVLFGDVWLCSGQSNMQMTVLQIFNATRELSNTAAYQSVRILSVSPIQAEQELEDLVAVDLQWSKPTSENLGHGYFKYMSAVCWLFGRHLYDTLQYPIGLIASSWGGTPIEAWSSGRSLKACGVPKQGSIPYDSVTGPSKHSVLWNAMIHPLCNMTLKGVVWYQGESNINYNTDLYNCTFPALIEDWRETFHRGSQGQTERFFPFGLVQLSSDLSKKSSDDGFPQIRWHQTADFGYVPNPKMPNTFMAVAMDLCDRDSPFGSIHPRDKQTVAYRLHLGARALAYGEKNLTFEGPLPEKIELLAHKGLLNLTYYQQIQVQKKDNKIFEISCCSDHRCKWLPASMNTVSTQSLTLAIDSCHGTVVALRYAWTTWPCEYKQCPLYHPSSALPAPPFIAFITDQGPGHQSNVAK
LEDGF integ inh = blocks HIV-1 LEDGF/p75-dependent DNA integration. TR-FRET IN-LEDGF/p75 DNA integration, Eu/Cy5. inhibition, % at 3.7 µM. actives 0.64% (n = 370,000);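 active = inhibition above the screen-wide mean plus 3 SD, cut at about 13% in these data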;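 note: signal is the Cy5 over europium emission ratio at 671 and 618 nm; 0% = plate median of compound wells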
* marks the source's active call; other numbers are inactive results; nt = no result given. Some of the compounds tested; the hit share may differ from the screen's.

SMILES	MBD2 inh	PRMT1 FP inh	mABHD4 FP	TDP2 inh	NPR2 activator	TCR-CD3 inh	rCAG RNA binder	HTRA1 inh	SIAE inh	LEDGF integ inh
Cc1ccccc1-c1csc(N)n1	1	4	-6	-17	1	5	0	8	-7	5
CC1CC(C)CN(S(=O)(=O)c2ccc(C(=O)NN3CCOCC3)cc2)C1 (centres undefined)	-2	3	2	-6	3	-1	-3	3	-4	-9
Cc1ccc(-c2cc(C(=O)N3CC4(C)CC3CC(C)(C)C4)no2)cc1 (centres undefined)	0	4	8	8	1	-1	-3	4	2	-4
COc1cc(NC(=O)c2cccnc2)ccc1-c1cc2ccccc2oc1=O	0	-1	-9	-4	4	0	1	nt	-9	7
O=C(Nc1ccc(F)cc1)OCCN1CCN(Cc2ccccc2)CCC1=O	-6	0	-6	10	1	3	-3	-12	-1	0
O=C(Nc1ccc(Nc2ccccc2)cc1)c1ccc(Cl)cc1[N+](=O)[O-]	1	7	8	8	-1	-8	12	nt	21*	-4
CCCC[C@@H]1C=C(C(=O)O)[C@H](c2ccc(Br)cc2)N1S(=O)(=O)c1ccc(C)cc1	4	5	-7	1	5	-3	53*	-20	1	4
CC(=O)Nc1ccc(NC(=O)/C(Cl)=C/c2ccccc2)cc1	-3	0	-8	2	-2	2	3	-2	-7	-2
NC(=O)C1CCN(C(=O)c2ccc3c(c2)S(=O)(=O)c2ccccc2C3=O)CC1	6	-1	3	-3	-6	-7	5	-7	5	-1
O=C(/C=C\c1ccccc1)Nc1nccs1	-1	-1	-4	10	-3	4	-1	-4	-2	-1
CCC(=O)Oc1c(C(=O)CC)cc2c(C)cc(=O)oc2c1C	8	-1	0	-5	-2	-10	-6	-3	2	1
CC(=O)N1c2ccccc2N=C(c2ccc(C(F)(F)F)cc2)C1C(=O)NC1CCCC1 (centres undefined)	2	-3	-6	-7	4	-9	1	nt	2	5
CC(Oc1ccc(Cl)cc1Cl)c1nc(-c2ccc(NC(=O)c3ccco3)cc2)no1 (centres undefined)	2	0	-21	4	3	3	-34	-101	-41	1
O=C(COC(=O)c1cccnc1Cl)Nc1cccc(S(=O)(=O)N2CCOCC2)c1	-1	1	3	4	-5	0	3	5	-3	0
Cc1ccnc(N2CCC(C(=O)Nc3ccc4c(c3)CCC4)CC2)n1	0	0	-9	-4	2	7	-6	-8	-6	1
CCCn1nnnc1NC(=O)c1ccc(C)cc1Cl	-4	-2	-1	-7	nt	5	4	0	2	3
O=C(O)CCCn1ccc2cc(S(=O)(=O)N3CCCC3)ccc21	-3	0	2	-9	0	5	4	-8	9	-1
COc1ccc(C(=O)COC(=O)CNC(=O)c2cc(OC)cc(OC)c2)cc1	-1	-1	-4	2	-4	-1	6	0	1	-1
O=c1cc(C(F)(F)F)nc(-n2[nH]c3c(c2=O)CCCC3)[nH]1	2	9	0	-6	4	0	21	15	-3	17*
COc1ccc(/C=C/C2=CCN(Cc3ccc(OC)cc3)CC2)cc1	3	-2	1	-8	-4	-4	-4	nt	1	4
COC(=O)c1c(NC(=O)c2ccc(N(C)S(=O)(=O)c3ccc(C)cc3)cc2)sc2c1CCCC2	2	-1	3	-7	1	-8	6	-20	-1	-4
NC(=O)c1ccccc1NS(=O)(=O)c1cccs1	-2	1	-5	-2	1	8	3	3	0	-2
O=C1CCCCCN1C(=O)c1ccccc1	-5	-4	3	-2	3	11	0	1	0	-1
CCc1ccc2nc3nc(C)cc(C)c3c(N)c2c1	3	-3	-1	-4	5	-4	12	5	-2	0
Cc1ccccc1N/N=C/c1ccc(C#N)cc1	-1	3	0	6	0	8	4	-4	11	-1
Going on with the list:
SMILES	MBD2 inh	PRMT1 FP inh	mABHD4 FP	TDP2 inh	NPR2 activator	TCR-CD3 inh	rCAG RNA binder	HTRA1 inh	SIAE inh	LEDGF integ inh
CCCOc1ccc(-c2c(C(=O)N/N=C/c3ccc(C)cc3)nnn2-c2nonc2N)cc1	2	-1	-8	-16	0	-1	4	nt	-15	0
Cc1ccc(CNC(=O)c2c(-c3ccccc3Cl)noc2C)cc1	0	3	7	0	-2	-7	-2	7	1	-4
COc1ccc(C(=O)NCC(=O)NCC(c2ccco2)N(C)C)cc1OC (centres undefined)	3	0	0	7	-3	-2	11	2	8	-2
O=C(CSc1nnc(NC(=O)c2ccccc2F)s1)NCc1ccc(F)cc1	1	0	0	16	1	5	1	-3	-2	1
CC1(C(=O)N2CCN(c3ccc([N+](=O)[O-])cc3)CC2)CC1(Cl)Cl (centres undefined)	3	5	-5	-4	-4	1	-3	4	3	2
COC(=O)c1cccc(N2C(=O)C[C@](Sc3ccc(OC)cc3)(C(=O)N3CCOCC3)[C@H]2c2ccc(OC)cc2)c1	-6	0	-16	-20	-16	nt	8	nt	3	6
Cn1c(=O)c2sccc2n2c(CCCC(=O)NCCc3ccccc3)nnc12	6	-1	-5	7	-11	2	-3	-3	2	0
Cc1[nH]c2ccccc2c1C(c1ccncc1)N1CCN(c2ccccn2)CC1 (centres undefined)	4	0	-1	10	-3	6	-4	-4	3	-2
O=P(c1ccccc1)(c1ccccc1)N(c1ccccc1)c1ccccc1	1	0	2	3	-16	5	-10	-3	1	1
CN(C)CCNC(=O)C1CCN(S(=O)(=O)c2ccc3ccccc3c2)CC1	-2	-2	4	6	2	7	-3	-3	-11	3
O=C(CCSc1nc(-c2ccco2)cc(C(F)(F)F)n1)NCCc1ccccc1	-1	4	-12	0	-16	2	6	-16	-6	2
CCOc1ccccc1NC(=O)CCNS(=O)(=O)c1ccccc1	4	-1	-1	11	-2	3	-3	4	2	-3
COc1ccc(Cl)cc1NC(=O)COC(=O)CCNC(C)=O	2	0	4	-4	1	5	-2	2	-4	0
COc1ccccc1C(=O)N/N=C/c1ccc2c(c1)OCO2	-2	0	4	7	1	2	0	0	2	-1
O=C(CN1CCN(S(=O)(=O)c2ccccc2)CC1)Nc1ccc(N2CCOCC2)cc1	0	-2	3	0	2	-1	-5	4	1	0
Oc1ccc2cccnc2c1	-1	5	5	6	2	-8	-1	2	-1	-3
Cc1cc(C(=O)COC(=O)c2cccnc2Cl)c(C)n1CC1CCCO1 (centres undefined)	7	9	-15	-4	-2	-4	-6	-2	-5	-4
CCn1cc(C(=O)NCC2CCCO2)c2cc(OC)c(OC)cc2c1=O (centres undefined)	2	0	4	-5	3	1	-2	5	-12	0
CCN(CC)C(=O)CSc1nc(Cc2ccccc2)nc2ccccc12	-2	-5	1	-12	-2	0	-8	-12	8	1
Cc1cccc(Cn2c(Cc3ccccc3)nc3ccccc32)c1	4	1	-1	-1	-10	2	-8	-22	3	2
CCCCOc1ccc(C(=O)Nc2ccc3c(c2)OCO3)cc1	-1	-1	-1	-1	-1	4	-5	-6	7	0
CCCCN1C(=O)CC(C(=O)O)C1c1ccc(OC)cc1 (centres undefined)	-2	-2	5	4	3	-1	1	1	-6	1
Cc1noc(NS(=O)(=O)c2ccc(N/C=C/C(=O)c3ccc(F)cc3)cc2)c1C	-7	-1	-1	4	7	-9	14	3	0	0
COc1ccc(CN2CCNC(=O)C2CC(=O)N(C)Cc2nonc2C)c(F)c1 (centres undefined)	-5	0	3	13	-1	-3	-1	6	4	-1
Cc1cc(C)nc(N/N=C2/CCSc3ccc(F)cc32)n1	-4	-3	6	-2	-4	4	-2	-5	3	0

5 structures out of the list, ordered by formula weight, largest number first.
SMILES	MBD2 inh	PRMT1 FP inh	mABHD4 FP	TDP2 inh	NPR2 activator	TCR-CD3 inh	rCAG RNA binder	HTRA1 inh	SIAE inh	LEDGF integ inh
CCCOc1ccc(-c2c(C(=O)N/N=C/c3ccc(C)cc3)nnn2-c2nonc2N)cc1	2	-1	-8	-16	0	-1	4	nt	-15	0
Cc1noc(NS(=O)(=O)c2ccc(N/C=C/C(=O)c3ccc(F)cc3)cc2)c1C	-7	-1	-1	4	7	-9	14	3	0	0
CCCCOc1ccc(C(=O)Nc2ccc3c(c2)OCO3)cc1	-1	-1	-1	-1	-1	4	-5	-6	7	0
Cc1cc(C)nc(N/N=C2/CCSc3ccc(F)cc32)n1	-4	-3	6	-2	-4	4	-2	-5	3	0
Oc1ccc2cccnc2c1	-1	5	5	6	2	-8	-1	2	-1	-3

(continued)
SMILES	MBD2 inh	PRMT1 FP inh	mABHD4 FP	TDP2 inh	NPR2 activator	TCR-CD3 inh	rCAG RNA binder	HTRA1 inh	SIAE inh	LEDGF integ inh
Cc1cccc(NC(=O)c2ccc(-n3cccn3)c([N+](=O)[O-])c2)c1	-3	3	-10	-7	0	-3	6	-7	-5	0
Cc1ccc(C2Cc3cc(O)c(O)cc3CN2)cc1 (centres undefined)	1	2	8	-4	0	-2	0	nt	3	-1
COc1ccc(C2=NOC(C(=O)NCc3cccs3)C2)cc1OC (centres undefined)	-5	0	-4	5	-2	2	-4	nt	-4	2
COc1ccccc1N1CCN(C(=O)c2cc(=O)c3cc(C)ccc3o2)CC1	-4	0	7	5	4	2	-11	2	3	-1
COc1ccc(CNC(=O)CC[C@H]2O[C@@H](n3ccc(=O)[nH]c3=O)[C@H](O)[C@@H]2O)cc1	2	-4	2	6	5	8	1	nt	0	3
Cc1ccc(SCC(=O)NN2C(=O)c3ccccc3C2=O)cc1	-3	-2	4	5	0	5	-3	7	-1	-1
CCn1cc(C(=O)NCCC2=CCCCC2)c(=O)c2cc(S(=O)(=O)N(C)C)ccc21	-1	2	7	-9	5	-3	0	-4	-3	1
CCOC(=O)Cn1c(=O)cc(C)c2cccc(C)c21	-1	2	7	1	nt	-9	-4	-8	-13	-4
CCCCCc1ccc(-c2cn(Cc3ccc(C)cc3)nn2)cc1	1	-3	-7	-5	5	6	-1	0	-4	-2
O=C(CSCc1ccccc1Cl)N1CCN(c2ccccn2)CC1	2	0	0	-4	-5	-3	-7	-5	-10	1
CC(C)c1ccc(OCC(=O)Nc2cccc(C(=O)Nc3ccccc3C(=O)O)c2)cc1	2	1	-68	4	-10	-7	82*	-119	-24	0
CCN(CC)c1ccc(C(=S)NC2CCCCC2)cc1	-6	5	20	1	-3	0	-3	1	9	0
Cc1ccccc1NC(=O)CON=C(N)c1ccccc1	-4	5	-7	6	-2	5	0	-2	-1	-1
COC(=O)[C@H](CC(C)C)NC(=O)Nc1ccccc1F	3	2	3	7	-1	-6	0	5	0	-1
N#Cc1nc(-c2ccccc2F)oc1N1CCCC1	-1	1	0	-5	-7	5	1	4	4	1
CC(C)(C)c1ccc(-c2nc(N)nc(N)n2)cc1	-2	-5	2	8	-3	3	-4	nt	11	2
COc1ccc(OC)c(N2C(=O)C(Cl)=C(N3CCOCC3)C2=O)c1	-1	15	1	-3	0	7	-1	6	-1	5
COc1ccc(S(=O)(=O)N2CCC3CC2c2cc(N4CCOCC4)ccc23)cc1 (centres undefined)	3	-6	5	-16	1	1	1	2	-1	2
CSCCC(NC(=O)c1ccc(Cl)cc1)C(=O)NC(C)(C)C (centres undefined)	0	-1	4	-12	0	4	-4	-1	1	0
CN(C)CCCNC(=O)C(=O)Nc1cc2c3c(c1)CCC(=O)N3CCC2	4	1	-2	-22	2	4	1	-1	-5	2
CC(C)C[C@H](NC(=O)c1[nH]cnc1C(=O)N[C@@H](C)C(=O)OCc1ccccc1)C(=O)OCc1ccccc1	7	7	-68	-15	6	-4	17	-10	-40	0

Screens: PubChem BioAssay, several laboratories
